High-throughput results (PubChem)
HEK293 tox: cytotoxic in the GLP-1 receptor inverse agonist counter-screen | Potency, µM (series often up to 38.3 µM), inactives show at the highest dose activity change, negative = inhibition, usual class: inhibitors | HEK293 cAMP-luciferase reporter cells, luminescence, 24 h | 410,000 compounds, 0.13% hits;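 further: loss of luciferase light is scored as toxicity; potency means the concentration at half of the fitted maximal effect; on the % scale 0 is the no-effect control and ±100 the full control effect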
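A 23 nL compound transfer followed 12 hours of cell culture at 37 deg C; exposure then lasted 24 hr. Luciferase assay detection reagent was dispensed and plates read for luminescence after a 12 min room-temperature wait.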
DRD3 agonist: activates the human D3 dopamine receptor; P35462; D3R DiscoveRx beta-arrestin cells, luminescence, 90 min; max activation, %; 410,000 compounds, 0.58% hits; in the data active means max activation above about 30%; further: 0% is about no effect; mostly tested at two doses, the higher about 12 µM
Target sequence (P35462 whole entry, looked up): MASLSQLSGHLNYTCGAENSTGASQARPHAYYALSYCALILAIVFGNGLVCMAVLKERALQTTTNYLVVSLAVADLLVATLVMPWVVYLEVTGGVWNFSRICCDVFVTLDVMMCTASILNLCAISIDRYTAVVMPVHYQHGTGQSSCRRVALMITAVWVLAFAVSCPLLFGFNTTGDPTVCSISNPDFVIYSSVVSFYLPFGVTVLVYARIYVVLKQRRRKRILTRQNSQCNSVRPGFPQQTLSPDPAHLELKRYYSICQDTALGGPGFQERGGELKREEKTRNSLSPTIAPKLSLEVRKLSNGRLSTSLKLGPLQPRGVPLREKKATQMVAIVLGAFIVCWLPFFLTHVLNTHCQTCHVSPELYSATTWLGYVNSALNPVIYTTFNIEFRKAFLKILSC
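Agonist-mode cell screen: cells plated at 1500/well and incubated overnight at 37 °C, then exposed to library compounds for 90 min at 37 °C. Detection reagent was added for 30–60 min at room temperature, and luminescence was read.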
PI5P4K alpha inh: inhibitors of human PI5P4K alpha; P48426; PI5P4Kalpha enzyme, ADP-Glo luminescence, 60 min; stronger effect = lower value; max response, %; 330,000 compounds, 1.2% hits; AID 652105; active means max response of -50% or lower; inconclusive means between -30% and -50%; inactive means -30% or higher; further: value at the top dose of about 77 µM; on the % scale 0 is the no-effect control and ±100 the full control effect
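Controls without substrate or without enzyme flank wells where PI5P4Kalpha converts substrate using 5 microM ATP (final). Incubation lasts 60 minutes at room temperature; ADP formed is read by ADP-Glo luminescence.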
DRD3 antagonist: antagonists of human D3 dopamine receptor; 360,000 compounds, 2.5% hits; max response, negative = inhibition, %; P35462; D3R cells, DiscoveRx beta-arrestin luminescence, antagonist mode; stronger effect = lower value; in the data active means max response below about -50%; inconclusive means no clear call, values can overlap the other calls; further: on the % scale 0 is the no-effect control and ±100 the full control effect; mostly tested at two doses, the higher about 12 µM
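Cells plated overnight at 1500 cells/well, then exposed to library compounds with dopamine controls for 90 minutes at 37 degrees C. DiscoveRx reagent added for 30–60 minutes at room temperature; luminescence read, quantitative HTS format.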
WRN helicase inh: inhibitors of human WRN helicase; Q14191; WRN helicase unwinding, fluorescent forked duplex, kinetic; Potency, µM (doses to about 114 µM), for the others: at the highest dose activity change, negative = inhibition, actives largely listed as inhibitors; 360,000 compounds, 0.46% hits; further: potency means the concentration at half of the fitted maximal effect; on the % scale 0 is the no-effect control and ±100 the full control effect; nearly all actives have a fitted effect of over 55% in size
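Screening of the MLSMR collection measured strand separation of a quenched forked DNA duplex (100 nM) by 20 nM WRN with 2 mM ATP, all final. Compounds were preincubated with enzyme 15 min at room temperature.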
PLK1 PBD block: blocks phosphopeptide binding to human PLK1 polo-box domain | P53350 | Plk1 PBD binding of FITC phosphopeptide, fluorescence polarization | Potency, µM, for the others: max response, negative = inhibition, most hits filed as inhibitors | 360,000 compounds, 2.8% hits; further: potency means the concentration at half of the fitted maximal effect; series mostly up to about 57 µM; on the % scale 0 is the no-effect control and ±100 the full control effect; nearly all actives have a fitted effect of over 65% in size
GLP1R ag: agonists of human GLP-1 receptor. HEK293 GLP-1R CRE-luciferase, luminescence, 4-6 h; cells express a hypersensitive GLP-1R form. AID 624172. P43220. 380,000 compounds, 0.007% hits. Potency, µM (titrated, usually from 45.6 µM), without a hit: at the top dose activation, usual class: activators; further: potency means the concentration at half of the fitted maximal effect; % of control where 0% means no effect
Target sequence (P43220 whole entry, looked up): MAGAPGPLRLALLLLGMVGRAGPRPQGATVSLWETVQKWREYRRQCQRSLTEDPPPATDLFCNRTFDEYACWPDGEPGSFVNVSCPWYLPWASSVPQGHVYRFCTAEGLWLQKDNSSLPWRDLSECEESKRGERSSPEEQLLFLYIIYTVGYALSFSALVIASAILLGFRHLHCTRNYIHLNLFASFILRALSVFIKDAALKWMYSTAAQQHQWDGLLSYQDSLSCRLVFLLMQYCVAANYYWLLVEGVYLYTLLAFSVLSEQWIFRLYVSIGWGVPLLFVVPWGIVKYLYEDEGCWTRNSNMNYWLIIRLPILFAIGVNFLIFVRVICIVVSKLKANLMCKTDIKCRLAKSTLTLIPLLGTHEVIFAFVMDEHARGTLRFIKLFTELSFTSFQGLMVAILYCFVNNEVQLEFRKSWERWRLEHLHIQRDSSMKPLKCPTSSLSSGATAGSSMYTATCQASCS
GLP-1R inv ag: GLP-1 receptor (human) inverse agonism; P43220; HEK293 GLP-1R CRE-luciferase, luminescence, 24 h; GLP-1R form is constitutively active; Potency, µM (highest dose often 38.3 µM), for the others: at the top dose activity change, negative = inhibition, actives largely listed as inhibitors; 410,000 compounds, 1.6% hits; further: potency means the concentration at half of the fitted maximal effect; on the % scale 0 is the no-effect control and ±100 the full control effect; nearly all actives have a fitted effect of over 55% in size
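Inverse agonists were sought by their lowering of basal cAMP reporter luciferase output in HEK293 cells stably carrying constitutively active human GLP-1R, after 24 h compound treatment.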
IL2 activator: IL-2 activation; IL-2 activation reporter assay, cell-based qHTS; stimulated with anti-CD3/CD4/CD28 beads; in transgenic mouse T cells; activation, % (series mostly up to about 46 µM); 360,000 compounds, 0.065% hits; AID 652025; in the data active means activation above about 50%; inconclusive means mostly about 30% to 49%; further: 0% is about no effect
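Using fluorescent plate cytometry, EGFP and DsRed are detected in transgenic mouse T cells stimulated 18 h at 37 degrees C with antibody-coated beads after 60 min compound pretreatment.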
Active calls of the source: *; ? = inconclusive; / = no result given; & = joins results of further samples; [ ] = dose if it differs, or a comment. Unless noted, the call rests on the fitted dose curve; in most records, active means well fitted curve in the direction sought with a large enough effect; inconclusive means small, poorly fitted or top-dose-only effect, or another doubt; inactive means no such curve, though single readings can be large; an effect the other way counts as inactive or inconclusive. Not all compounds are listed; the hit share may differ from the screen's.

SMILES	HEK293 tox	DRD3 agonist	PI5P4K alpha inh	DRD3 antagonist	WRN helicase inh	PLK1 PBD block	GLP1R ag	GLP-1R inv ag	IL2 activator
O=CC(Cl)P(=O)(N1CCCCC1)N1CCCCC1 (centres undefined)	-21%	0	12	1	7%	-5%	3%	?	-2.2
CCN1C[C@]2(OC(=O)c3ccccc3NC(C)=O)CCC(OC)C34C5C[C@H]6C(OC)[C@]5(O)[C@](O)(C[C@@H]6OC)C(C[C@@H]32)[C@H]14 (some centres undefined)	0%	2	-5	-13	-2%	-9%	0%	-13%	0.1
Cc1c(C(c2ccc(Br)cc2)c2c(O)c3ccccc3oc2=O)c(=O)n(-c2ccccc2)n1C (centres undefined)	3%&6%	2&-9	4	7	-3%	5%	-3%	-1%&-23%	-2.0
CCN(CC)C(=O)[C@H]1CC(CC(=O)NC/C=C(\C)CCC=C(C)C)C(=O)N2CCc3c([nH]c4ccc(OC)cc34)[C@]12C (some centres undefined)	?	-10	17	-23	-8%	-6%	-2%	?	-0.8
CCN(CC)c1ccc(CNCCc2ccccc2F)cc1	?	-7	4	-22	-1%	-5%	9%	?	-2.8
CCOC(=O)c1c(-n2c(C)cc(/C=C3/C(=O)NC(=O)N(CC)C3=O)c2C)sc2c1CCCC2	-1%	1	-17	30	-2%	?	-5%	-5%	0.1
CCC(=O)c1cn(Cc2ccccc2C#N)c2ccccc12	-15%	-5	/	29	3%	3%	6%	10µM*	0.7
CCOc1ccccc1C1SCC(=O)Nc2c1c(=O)[nH]n2C(CC)CC (centres undefined)	-6%	3	0	0	5%	-10%	-2%	-2%	0.9
Cc1ccc(-n2c(O)c(/C=C/C=Nc3ccccc3)c(=O)[nH]c2=O)cc1	-9%	5	-2	0	?	5%	-12%	0%	6.5
COc1ccc(NC(=S)N2Cc3ccccc3-n3nncc3C2)c(OC)c1	1%	3	-2	22	4%	-1%	-2%	3%	-2.3
CC(=O)N(C1=NCCCS1)c1ccccc1Cl	1%	1	4	-11	4%	-16%	1%	?	-0.4
C=CCCC1(CC(C)C)C(=O)NC(=S)NC1=O	-31%	5	19	-2	0%	-7%	-5%	-4%	0.6
O=C(c1ccccc1)C(Cc1ccccc1)N1CCOCC1 (centres undefined)	4%	6	-1	-3	1%	2%	0%	?	-4.1
O=[N+]([O-])c1ccc(N2CCCC2)c2ccncc12	12%	-1	-2	7	2%	1%	-7%	44%[activator]	-2.7
CC(=O)Nc1ccc(OC(=O)c2ccccc2N)cc1	-2%	16	/	-13	-3%	-1%	3%	5%	-2.7
CCCCn1c(O)c(C=Nc2c(C)n(C)n(-c3ccccc3)c2=O)c(=O)[nH]c1=O	-4%	5	-5	-16	10%	-10%	3%	-11%	0.5
CC(=O)O[C@H]1C[C@@H]2OC3C=C(C)CCC3(C)[C@@]1(C)[C@@]21CO1 (some centres undefined)	-5%	1	2	-5	-6%	-7%	-18%	?	-6.0
COC(=O)C1=C(c2ccc(-c3ccccc3)c(F)c2)C[C@@H]2CC[C@H]1N2C(=O)NCCOc1ccc(OC)cc1	0%	7	5	20	-10%	-7%	6%	-6%	-3.3
CCC(C)N1CCN(C(=O)COc2ccc3ccccc3c2)CC1 (centres undefined)	-9%	-13	2	-26	-15%	-3%	7%	?	-4.6
Cc1ccsc1C(=O)C1CCCN(Cc2cn(C)nc2C)C1 (centres undefined)	21%	-16	-7	?	8%	-4%	2%	-9%	-3.4
CCN(C(=O)COC(=O)c1cn(C)c2ccccc12)c1ccc(F)cc1	4%	0	-2	-5	5%	-3%	4%	?	-0.4
CCOC(=O)c1cc(C(O)(C(=O)OC)C(F)(F)F)c(/N=C/N(C)C)o1 (centres undefined)	11%	1	5	3	-7%	-7%	0%	21%	-0.2
COc1ccc(CC(=O)N2C[C@H]3C[C@@H](C2)c2cccc(=O)n2C3)cc1	-9%	-22	0	19	-3%	-9%	4%	-16%	0.5
Oc1csc(Cc2nc(-c3ccccc3F)cs2)n1	?	0	-13	3	-11%	-12%	10%	?	0.7
O=C1NCN(c2ccccc2)C12CCN(C(c1ccccc1)c1nnnn1C1CCCC1)CC2 (centres undefined)	-19%	-15	9	-9	-5%	0%	-1%	?	0.2
COC1=CCC2([N+](=O)[O-])CN(C)CC1([N+](=O)[O-])C2 (centres undefined)	-5%	-6	9	10	2%	8%	-4%	-2%	-0.4
CC(Oc1ccc(F)cc1)C(=O)N(CCC1=CCCCC1)c1c(N)n(Cc2ccccc2)c(=O)[nH]c1=O (centres undefined)	?	-11	1	-6	-2%	-1%	-11%	11µM*	-5.6
O=c1[nH]c(=O)n(CCC2=CCCCC2)c(O)c1C=NCCCn1ccnc1	-13%	1	7	0	-9%	-6%	3%	-8%	0.8
CN(C)C(=O)Oc1ccnc2cc(Cl)ccc12	-8%	15	10	3	-2%	-2%	12%	-22%	4.9
CCOc1c(P(=S)(N(C)C)N(C)C)c(C)nn1-c1ccccc1	-1%	-6	16	10	7%	-9%	4%	?	1.9
O=C1c2ccccc2-c2n[nH]c(=O)c3ccc(N4CCCCC4)c1c23	?	1	-5	-9	-35%	?	10%	67%[activator]	-0.3
O=C(NC(=O)c1c(F)cccc1F)Nc1cc(Cl)c(F)c(Cl)c1F	-1%	-1	-2	-3	0%	-7%	-3%	1%	-2.2
CCOC(=O)c1cccc(NC(=O)c2cc(S(=O)(=O)N3CCCC(C)C3)cn2C)c1 (centres undefined)	-5%	8	/	/	/	/	-3%	?	/
CN1CCC(O)(c2ccc(Cl)cc2)C(C(=O)c2ccc(Cl)cc2)C1 (centres undefined)	-12%	-9	-2	-13	-3%	4.7µM*	6%	-15%	-0.6
CCCn1nc2ccccc2c1P(=O)(N1CCOCC1)N1CCOCC1	6%	2	13	4	-1%	0%	-1%	19%	0.4
Cc1cccc(-n2c(-c3ccco3)nc3ccccc3c2=O)n1	-15%	2	5	6	8%	-2%	-3%	8%	1.3
Cc1nn(Cc2ccccc2)c(C)c1C=C1C(=O)NC(=O)NC1=O	-2%	7	-28	16	-32%	9.5µM*	5%	17%	-0.5
O=C1NC(=S)NC(=O)C1C/C=C/c1ccccc1	3%	-4	/	-6	-25%	11µM*	-4%	11%	0.0
CCOc1ccc(NC(=S)NC2CC3CCC(C2)N3Cc2ccco2)cc1 (centres undefined)	-6%	-14	6	-2	7%	-5%	5%	?	-0.3
CCCNC(=O)c1c(N)n(Cc2ccco2)c2nc3ccccc3nc12	432%[activator]	11	/	-5	-33%	?	14%	0%	0.8
CCN1CCC(NCC2CCCCC2)CC1	-8%	-8	-2	7	6%	5%	-4%	-30%	1.2
O=C(Nc1cccc(F)c1)[C@@H](c1ccccc1)N1Cc2ccccc2C1=O	-4%	5	/	/	/	/	-1%	?	/
O=c1[nH]c(=O)n(-c2ccccc2F)c(O)c1C=NCCC1=CCCCC1	3%	2	8	6	3%[57.1 µM]	0%	5%	-24%	2.3
CCOC(=O)[C@]12Cc3cc(OC)ccc3[C@H]1N(CCC(=O)OC)C(=O)c1cc(OC)ccc12	-17%	-10	-4	-24	3%	13µM*	-21%	?	-1.0
C[C@H]1CNC(=O)c2c(C(=O)Nc3cccc(Cl)c3)ncn21	12%	3	5	0	-8%	6%	11%	79%[activator]	-2.4
Cc1cc(OCCCN2CCC(C(O)(c3ccccc3)c3ccccc3)CC2)ccc1Br	?	-9	-6	0	-8%	-1%	-16%	?	-1.0
CCOc1cccc(-c2c(C(=O)N/N=C/c3ccc(C)s3)nnn2-c2nonc2N)c1	?	1	-18	-2	-15%	1%	0%	?	-2.0
CS(=O)(=O)c1ccc(C2=C(CNC(=O)c3nccs3)[C@H]3CC[C@@H](C2)N3Cc2ccccc2)cc1	-17%	0	10	7	-6%	-2%	0%	5%	-1.6
COC(=O)c1c(N)n(Cc2ccc(OC)cc2)c2nc3ccccc3nc12	212%[activator]	2	-2	14	-10%	2%	11%	5%	0.4
CCOC(=O)c1cc2c(=O)n3cccc(C)c3nc2n(CC(C)C)c1=NC(=O)c1ccco1	215%[activator]	-3	1	3	5%	-6%	17%	55%[activator]	0.7
COc1cccc(CNCCc2cccc(F)c2)c1OC	-28%	0	5	-8	4%	1%	1%	-3%	-0.2
O=[N+]([O-])c1ccc(Cl)c([N+](=O)[O-])c1	?	-75	-2	0	-13%	-25%	-17%	?	-0.6
CC(C)[C@H]1CC2C3CC=C4C[C@@H](O)CC[C@]4(C)C3CC[C@]2(C)[C@H]1O (some centres undefined)	3%	5	1	1	10%	-10%	12%	46%[activator]	1.1

Rewritten with each value named: entries from further up
SMILES: CCOC(=O)c1cc2c(=O)n3cccc(C)c3nc2n(CC(C)C)c1=NC(=O)c1ccco1
  HEK293 tox: 215%[activator]	DRD3 agonist: -3	PI5P4K alpha inh: 1	DRD3 antagonist: 3	WRN helicase inh: 5%	PLK1 PBD block: -6%	GLP1R ag: 17%	GLP-1R inv ag: 55%[activator]	IL2 activator: 0.7
SMILES: COc1cccc(CNCCc2cccc(F)c2)c1OC
  HEK293 tox: -28%	DRD3 agonist: 0	PI5P4K alpha inh: 5	DRD3 antagonist: -8	WRN helicase inh: 4%	PLK1 PBD block: 1%	GLP1R ag: 1%	GLP-1R inv ag: -3%	IL2 activator: -0.2
SMILES: O=[N+]([O-])c1ccc(Cl)c([N+](=O)[O-])c1
  HEK293 tox: ?	DRD3 agonist: -75	PI5P4K alpha inh: -2	DRD3 antagonist: 0	WRN helicase inh: -13%	PLK1 PBD block: -25%	GLP1R ag: -17%	GLP-1R inv ag: ?	IL2 activator: -0.6
SMILES: CC(C)[C@H]1CC2C3CC=C4C[C@@H](O)CC[C@]4(C)C3CC[C@]2(C)[C@H]1O (some centres undefined)
  HEK293 tox: 3%	DRD3 agonist: 5	PI5P4K alpha inh: 1	DRD3 antagonist: 1	WRN helicase inh: 10%	PLK1 PBD block: -10%	GLP1R ag: 12%	GLP-1R inv ag: 46%[activator]	IL2 activator: 1.1
